Screening data (PubChem BioAssay)
Bcl-2 Bim block = inhibitors of Bim-Bcl-2 binding, primary screen, biochemical, multiplexed, human Bcl-2 family. 190,000 tested, 0.06% active. inhibition, % at 10 µM. Apoptosis regulator Bcl-2 (Homo sapiens), P10415. AID 950, 2007. Bead-based flow cytometry, Bim peptide-Bcl-2 binding; in the data active = inhibition above about 40%; inconclusive = no clear call, values can overlap the other calls;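 also: 0% = no compound wells with probe peptide and 100% = reference peptide inhibitor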
Target sequence (P10415 whole entry, looked up): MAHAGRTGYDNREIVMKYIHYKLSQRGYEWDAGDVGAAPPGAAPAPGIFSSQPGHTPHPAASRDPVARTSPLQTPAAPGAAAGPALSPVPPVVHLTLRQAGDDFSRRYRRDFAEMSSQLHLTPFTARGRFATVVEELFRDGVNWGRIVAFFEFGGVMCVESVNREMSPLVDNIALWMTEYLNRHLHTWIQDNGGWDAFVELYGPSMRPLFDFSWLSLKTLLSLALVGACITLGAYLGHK
Bcl-W Bim block = inhibitors of Bim binding to Bcl-W, primary screen, biochemical, multiplexed, bead-based flow cytometry. AID 952, 2007. 190,000 tested, 0.02% active. inhibition, % at 10 µM. Bcl-2-like protein 2 (Homo sapiens), Q92843. Bim peptide-Bcl-W binding;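 also: 0% = bound tracer without compound and 100% = peptide blocker; higher means less fluorescent Bim peptide bound to Bcl-W beads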
Mcl1-Bid inh = Mcl-1/Bid binding inhibitors, primary screen, biochemical, TR-FRET, 1536-well. TR-FRET Mcl-1/Bid-Dy647 peptide binding. 220,000 tested, 0.97% active. AID 1021, 2008. Induced myeloid leukemia cell differentiation protein Mcl-1 (Homo sapiens), Q07820. inhibition, % at 21.7 µM;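 active = compounds that cut the binding signal by more than half at the single screening dose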;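 also: His-tagged Mcl-1 with europium anti-His antibody binding Bid BH3 peptide; 0% = Mcl-1 plus peptide wells and 100% = peptide-only wells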
Target sequence (Q07820 whole entry, looked up): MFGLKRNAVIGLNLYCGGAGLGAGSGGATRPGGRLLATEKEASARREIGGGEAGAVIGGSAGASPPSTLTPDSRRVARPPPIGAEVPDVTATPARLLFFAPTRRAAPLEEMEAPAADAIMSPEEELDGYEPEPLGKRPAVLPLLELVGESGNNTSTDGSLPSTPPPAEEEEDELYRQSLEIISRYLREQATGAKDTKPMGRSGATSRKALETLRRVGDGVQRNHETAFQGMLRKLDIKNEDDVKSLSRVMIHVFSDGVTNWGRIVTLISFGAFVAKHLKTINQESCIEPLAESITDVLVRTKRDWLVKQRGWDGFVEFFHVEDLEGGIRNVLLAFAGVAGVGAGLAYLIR
RGS8-Gao reg = RGS8-Galphao binding modulators, primary screen, biochemical, multiplexed bead flow cytometry. Guanine nucleotide-binding protein G(o) subunit alpha (Homo sapiens), P09471. actives lie on both sides. response (percent of control binding), % at 10 µM. 220,000 tested, 0.34% active. AID 1423, 2008; in the data active = response below about 60% or above about 140%; inactive = in between;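 also: Galphao activated as the GDP aluminium fluoride complex binding bead-coupled RGS8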
Bim-Bcl-XL = inhibitors of Bim-Bcl-XL binding, primary screen, biochemical, multiplexed, bead flow cytometry, human Bcl-XL. inhibition, % at 10 µM. Bim peptide-Bcl-XL binding, fluorescence. Bcl-2-like protein 1 (Homo sapiens), Q07817. 190,000 tested, 0.04% active
Target sequence (Q07817 whole entry, looked up): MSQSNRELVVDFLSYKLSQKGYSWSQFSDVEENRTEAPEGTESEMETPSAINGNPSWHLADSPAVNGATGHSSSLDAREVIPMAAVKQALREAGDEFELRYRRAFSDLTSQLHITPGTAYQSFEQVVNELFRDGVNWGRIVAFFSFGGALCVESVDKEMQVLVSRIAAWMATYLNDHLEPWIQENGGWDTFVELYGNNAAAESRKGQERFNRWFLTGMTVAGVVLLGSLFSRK
Mcl1 Noxa PPI = Mcl-1/Noxa binding inhibitors, primary screen, biochemical, TR-FRET, 1536-well. Induced myeloid leukemia cell differentiation protein Mcl-1 (Homo sapiens), Q07820. TR-FRET Mcl-1/Noxa peptide binding, 2 h. inhibition, % at 21.7 µM. 220,000 tested, 1.5% active;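 active = compounds that cut the protein-peptide binding signal by more than 50% relative to plate controls in a single-dose test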;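 also: His-tagged Mcl-1 with rhodamine Noxa BH3 peptide and terbium anti-His antibody; 0% = Mcl-1 plus Noxa peptide wells and 100% = peptide-only wells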
RGS4-Gao reg = modulators of RGS4 binding to Galphao, primary screen, biochemical, multiplexed bead flow cytometry. Guanine nucleotide-binding protein G(o) subunit alpha (Homo sapiens), P09471. actives lie on both sides. binding response (% of control), % at 10 µM. 220,000 tested, 0.33% active. AID 1415, 2008; in the data active = binding response below about 49% or above about 150%; inactive = in between;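 also: fluorescent Galphao activated with aluminum fluoride binding bead-coupled RGS4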
Bim-Mcl-1 = inhibitors of Bim peptide binding to Mcl-1, primary screen, biochemical, bead-based flow cytometry, multiplex. Induced myeloid leukemia cell differentiation protein Mcl-1 (Homo sapiens), Q07820. Bim peptide-Mcl-1 binding. inhibition, % at 10 µM. 190,000 tested, 0.1% active;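 also: 0% = no compound tracer wells and 100% = peptide blocker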
RGS7-Gao reg = RGS7-Galphao binding modulators, primary screen, biochemical, multiplexed bead flow cytometry; Guanine nucleotide-binding protein G(o) subunit alpha (Homo sapiens), P09471; actives lie on both sides; binding response (% of control), % at 10 µM; 220,000 tested, 0.35% active; AID 1439, 2008; in the data active = binding response below about 49% or above about 150%; inconclusive = no clear call, values can overlap the other calls; inactive = in between;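 also: fluorescent Galphao held in activated GDP-AlF4 state binding bead-coupled RGS7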
Bcl-B Bim block = inhibitors of Bim-Bcl-B binding, primary screen, biochemical, multiplexed, human Bcl-2 family | 190,000 tested, 0.073% active | inhibition, % at 10 µM | bead-based flow cytometry, Bim peptide-Bcl-B binding | AID 951, 2007;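 also: 0% = tracer peptide without compound and 100% = reference inhibitor peptide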
Target sequence (Q9HD36 whole entry, looked up): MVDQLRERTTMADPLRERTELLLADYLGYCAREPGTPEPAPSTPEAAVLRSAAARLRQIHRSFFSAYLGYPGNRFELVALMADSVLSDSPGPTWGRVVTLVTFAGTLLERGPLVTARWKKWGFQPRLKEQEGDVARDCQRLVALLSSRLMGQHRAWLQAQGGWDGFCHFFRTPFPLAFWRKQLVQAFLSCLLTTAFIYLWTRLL
Bim-Bfl-1 = inhibitors of Bim binding to Bfl-1, primary screen, biochemical, multiplexed, bead-based flow cytometry; Bcl-2-related protein A1 (Homo sapiens), Q16548; Bim-Bfl-1 binding inhibition; inhibition, % at 10 µM; 190,000 tested, 0.12% active;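 also: 0% = wells without compound plus tracer and 100% = blocker peptide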
Starred values were filed as active, the others as inactive; ? = inconclusive; / = no result given. Rule as the data show it, unless noted: active = inhibition above about 40%.

SMILES	Bcl-2 Bim block	Bcl-W Bim block	Mcl1-Bid inh	RGS8-Gao reg	Bim-Bcl-XL	Mcl1 Noxa PPI	RGS4-Gao reg	Bim-Mcl-1	RGS7-Gao reg	Bcl-B Bim block	Bim-Bfl-1
Cc1cc(SCC(=O)OC/C(O)=C(\C#N)c2nc3ccccc3[nH]2)c(C)cc1Br	0	1	-17	100	0	-3	99	0	?	0	-1
C/C(=N\NC(=O)c1ccc(Cl)c(S(=O)(=O)Nc2ccccc2Cl)c1)c1ccncc1	-14	-2	2	102	-3	26	100	0	99	-6	-15
COc1ccc(F)cc1S(=O)(=O)N1CCN(Cc2ccc3c(c2)OCO3)CC1	-1	0	-24	99	-3	7	101	-3	96	-3	-1
COCCN1Cc2cccc(C(=O)NC(C)c3cccs3)c2C1=O (centres undefined)	-16	-3	-13	102	-5	23	94	-3	99	-7	-18
Cc1ccc(C2(c3noc(CN4CCC(c5ccncc5)CC4)n3)CCCC2)cc1	-5	1	6	96	0	14	101	-3	102	1	-3
C=CCNC(=S)Nc1nc2c(cc1C(=O)OCC)CCCC2	-1	-4	-58	94	-2	4	95	-2	91	-8	0
C(=N\N1CCN(c2ccccn2)CC1)/c1ccccn1	/	/	-40	95	/	0	88	/	?	/	/
CCCSc1nc(C)cc(C)c1S(=O)(=O)c1ccccc1C	-5	1	6	98	-7	14	96	-3	96	-1	-4
CC1CC(C)CN(S(=O)(=O)c2ccc(NC(=O)C3COc4ccccc4O3)cc2)C1 (centres undefined)	-3	0	2	98	-5	13	94	0	93	-4	-7
O=C(CN1CCN(Cc2ccccc2Cl)CC1)N/N=C/C=C/c1ccccc1[N+](=O)[O-]	-9	-5	-31	103	-5	2	103	-1	103	-6	-14
Cc1cc(C(=O)COC(=O)c2ccccc2Br)c(C)n1CC1CCCO1 (centres undefined)	/	/	-52	100	/	6	101	/	?	/	/
COc1ccc(NC2CC(=O)N(c3ccccc3)C2=O)cc1 (centres undefined)	-1	0	-108	100	1	-13	87	1	93	1	-1
O=C(CN1CCN(Cc2ccccc2)CC1)N/N=C/c1ccc(Br)s1	/	/	-11	100	/	-5	100	/	?	/	/
Cc1ccc(O)c(-c2cc(C(=O)Nc3ccc(S(=O)(=O)N4CC(C)OC(C)C4)cc3)[nH]n2)c1 (centres undefined)	-14	2	0	103	-13	17	105	-3	103	-11	-13
Cc1cccc(-n2c(C)nc3cc(C(=O)NCc4ccc5c(c4)OCO5)ccc32)c1	15	8	-19	99	13	8	98	7	102	4	19
O=C(O)c1ccc(NC(=O)c2cccc(N3C(=O)C4C5CCC(C5)C4C3=O)c2)cc1 (centres undefined)	-2	-5	10	82	-8	8	101	-5	97	-6	-2
CCOC(=O)CNC(=O)CSc1nc(N(C)C)nc(N2CCOCC2)n1	-11	-1	-30	101	-4	-36	98	-3	99	-9	-20
N#Cc1ccc(OCC(=O)NCCc2ccc(S(N)(=O)=O)cc2)cc1	-1	2	-21	105	-4	-2	105	1	105	-4	-11
CCOc1ccc(-c2c(=O)n(OCc3ccc([N+](=O)[O-])cc3)c3ccccc3[n+]2[O-])cc1	-6	-6	20	104	-8	-3	100	-3	102	-9	-9
CC1CCc2c(nc3sc4c(c3c2N)CCCC4)C1 (centres undefined)	-4	-4	-6	97	-4	54*	100	-3	100	-5	-2
CC1=NN(C(=O)c2ccc(Cn3cc(Br)c([N+](=O)[O-])n3)o2)C(O)(C(F)(F)F)C1 (centres undefined)	0	-4	2	105	-6	22	99	-2	96	-10	-1
Cc1c(-c2ccc(Cl)cc2)[n+](=O)c2c(n1[O-])CCCC2	/	/	-11	95	/	4	100	/	?	/	/
CCOC(=O)C1CCN(c2ncnc3c2cnn3-c2ccccc2)CC1	-12	-3	-12	99	-2	/	101	-3	100	-10	-16
CCC(C)[C@H](NC(=O)Nc1ccc(C(C)=O)cc1)C(=O)OC (some centres undefined)	7	-1	-1	93	-3	3	85	0	84	0	5
COc1cccc(C2=NOC(C(=O)Nc3ccccc3SC)C2)c1 (centres undefined)	-5	-5	-6	105	-1	6	102	-4	101	-8	0
COc1ccc(Cn2c(=O)sc3ccccc32)cc1OC	0	-2	-10	100	-1	-13	102	-2	104	-5	-3
O=C(NCc1ccco1)C1(c2ccccc2)CCCC1	-5	-1	-26	100	-1	-6	102	0	101	0	0
COc1ccccc1NC(=O)CSc1ncn(-c2ccccc2)n1	-10	0	3	111	13	1	106	-4	106	-9	-11
O=C(Nc1ccc(S(=O)(=O)Nc2nccs2)cc1)C1CCCCC1	-9	0	-14	104	-4	14	103	-1	103	-5	-14
Cc1[nH]c2ccccc2c1/C=N/Nc1nc(Nc2ccc(F)cc2)nc(N2CCOCC2)n1	-10	0	4	101	0	33	104	1	105	-8	-6
CCn1c(COc2ccc(C)cc2)nnc1SCC(=O)C(C)(C)C	-10	0	-6	101	-1	9	99	-1	100	-8	-13
O=c1[nH]c(SCc2nc3c(cnn3-c3ccccc3)c(=O)[nH]2)nc2ccccc12	0	-1	-3	99	1	-15	101	1	99	1	0
COc1ccccc1C1C=C(c2ccc(C)cc2)Nc2nnnn21 (centres undefined)	0	-1	-18	101	0	38	96	0	101	-1	-2
FC(F)(F)c1cccc(Oc2ccc3c(C(F)(F)F)cc(C(F)(F)F)nc3n2)c1	-6	-1	-113	104	-9	-68	100	-2	100	-8	-13
Cn1c(=O)cc(SCC(=O)N2CCCC2)c2cc(Cl)ccc21	-6	2	-17	101	8	18	102	0	105	-5	-7
Cc1cc(OC(=O)c2ccco2)c(Sc2ccccc2[N+](=O)[O-])c(=O)o1	0	2	7	103	-2	31	105	1	107	-2	0
COc1cccc(C(=O)N2CCN=C2SCc2cccnc2)c1OC	0	-5	-16	88	-5	-4	99	-4	95	-4	-4
CC(C)CC(=O)NC(=S)Nc1nc(-c2ccccc2)cs1	6	4	-21	113	11	-1	108	6	112	5	12
Cc1nnc2n1NC(c1ccc(Cl)cc1)C(C(=O)N(C)C1CCCCC1)S2 (centres undefined)	-7	1	0	95	3	7	93	4	92	-4	-12
Cc1noc(C)c1COc1ccc(CC(=O)NC2CCCCCC2)cc1	-7	-5	6	102	-5	-207	98	-1	101	-4	-2
CCCC(=O)Nc1cccc(-c2nc3ccccc3c(=O)o2)c1	-1	12	-24	101	2	1	98	21	98	1	-3
Cn1c(=O)c2c(nc(NN=C3CCCCC3)n2C)n(C)c1=O	0	4	-35	101	3	19	100	2	97	1	-2
COc1ccc(CCNc2nc(N3CCOCC3)nc(N3CCOCC3)n2)cc1OC	-1	-1	-17	102	1	4	102	-1	102	0	0
CC(C)(C)c1ccc2c(c1)N(CC(=O)O)C(=O)CO2	-19	-8	1	102	-13	5	102	-8	99	-10	-22
CCN(CC)S(=O)(=O)c1ccc2c(c1)c(=O)c(C(=O)NCCN(C)CCc1ccccc1)cn2C	-11	2	17	99	2	36	99	-1	102	-12	-9
O=c1[nH]nc(CNc2ccc(C(F)(F)F)cc2)c2ccccc12	0	-1	-8	101	0	15	100	2	?	-1	-2
CN(CC(=O)O)S(=O)(=O)/C=C/c1ccccc1	-2	3	-2	98	-1	10	95	2	90	-1	-2
O=C(N/N=C/c1c(Cl)nc2ccccn2c1=O)c1cccnc1	/	/	-7	100	/	-1	96	/	?	/	/
COc1ccc(OC)c(N(CC(=O)Nc2ccccc2C(=O)NCc2ccco2)S(C)(=O)=O)c1	-3	-3	-5	100	-6	-14	96	-1	100	-3	-3

Among those listed so far, 14 contain a halogen:
SMILES	Bcl-2 Bim block	Bcl-W Bim block	Mcl1-Bid inh	RGS8-Gao reg	Bim-Bcl-XL	Mcl1 Noxa PPI	RGS4-Gao reg	Bim-Mcl-1	RGS7-Gao reg	Bcl-B Bim block	Bim-Bfl-1
Cc1cc(SCC(=O)OC/C(O)=C(\C#N)c2nc3ccccc3[nH]2)c(C)cc1Br	0	1	-17	100	0	-3	99	0	?	0	-1
C/C(=N\NC(=O)c1ccc(Cl)c(S(=O)(=O)Nc2ccccc2Cl)c1)c1ccncc1	-14	-2	2	102	-3	26	100	0	99	-6	-15
COc1ccc(F)cc1S(=O)(=O)N1CCN(Cc2ccc3c(c2)OCO3)CC1	-1	0	-24	99	-3	7	101	-3	96	-3	-1
O=C(CN1CCN(Cc2ccccc2Cl)CC1)N/N=C/C=C/c1ccccc1[N+](=O)[O-]	-9	-5	-31	103	-5	2	103	-1	103	-6	-14
Cc1cc(C(=O)COC(=O)c2ccccc2Br)c(C)n1CC1CCCO1 (centres undefined)	/	/	-52	100	/	6	101	/	?	/	/
O=C(CN1CCN(Cc2ccccc2)CC1)N/N=C/c1ccc(Br)s1	/	/	-11	100	/	-5	100	/	?	/	/
CC1=NN(C(=O)c2ccc(Cn3cc(Br)c([N+](=O)[O-])n3)o2)C(O)(C(F)(F)F)C1 (centres undefined)	0	-4	2	105	-6	22	99	-2	96	-10	-1
Cc1c(-c2ccc(Cl)cc2)[n+](=O)c2c(n1[O-])CCCC2	/	/	-11	95	/	4	100	/	?	/	/
Cc1[nH]c2ccccc2c1/C=N/Nc1nc(Nc2ccc(F)cc2)nc(N2CCOCC2)n1	-10	0	4	101	0	33	104	1	105	-8	-6
FC(F)(F)c1cccc(Oc2ccc3c(C(F)(F)F)cc(C(F)(F)F)nc3n2)c1	-6	-1	-113	104	-9	-68	100	-2	100	-8	-13
Cn1c(=O)cc(SCC(=O)N2CCCC2)c2cc(Cl)ccc21	-6	2	-17	101	8	18	102	0	105	-5	-7
Cc1nnc2n1NC(c1ccc(Cl)cc1)C(C(=O)N(C)C1CCCCC1)S2 (centres undefined)	-7	1	0	95	3	7	93	4	92	-4	-12
O=c1[nH]nc(CNc2ccc(C(F)(F)F)cc2)c2ccccc12	0	-1	-8	101	0	15	100	2	?	-1	-2
O=C(N/N=C/c1c(Cl)nc2ccccn2c1=O)c1cccnc1	/	/	-7	100	/	-1	96	/	?	/	/

An unsorted share of the library; about 2.7% have a hit in one of these screens.
